TexasRed fluor = counter-screen for TRb-SRC2 inhibitors: fluorescence interference; hit rate 0.29% among 280,000; AID 1479; Potency, µM (titrated, usually from 106 µM), without a hit: top-dose fluorescence change, negative = quenching; TRb/SRC2 Texas Red total fluorescence interference; active means well fitted curve in either direction with a large enough effect; inconclusive means small, poorly fitted or top-dose-only effect; further: on the % scale 0 is the no-effect control and ±100 the full control effect
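Human TRb ligand-binding domain at 0.6 uM with 20 nM Texas Red SRC2 peptide in Tris buffer containing 1 uM T3 and 5% DMSO, incubated with compound 5 h at ambient temperature. Total fluorescence (555/632 nm) calculated as parallel + 2 × perpendicular.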
Tau fluor counter = counter-screen for tau fibril formation inhibitors; tau K18 P301L Alexa594 fluorescence, heparin fibrillization; Potency, µM (titrated, usually from 57.7 µM), inactives show top-dose activity change, negative = decrease; hit rate 0.93% among 280,000; further: on the % scale 0 is the no-effect control and ±100 the full control effect; nearly all actives have a fitted effect of over 55% in size
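Human K18 P301L tau (15 uM unlabeled plus 0.24 uM Alexa 594-labeled, final) in 100 mM sodium acetate pH 7 was mixed with compound and 20 uM heparin and incubated 6 hr at 37 C.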
Tau ThT inhib = inhibitors of human tau fibril formation, thioflavin T binding | P10636 | recombinant tau K18 P301L (four-repeat tau fragment), heparin-induced fibrillization, ThT fluorescence | Potency, µM (doses to about 57.4 µM), inactives show at the highest dose activity, negative = inhibition, hits mostly inhibitors | hit rate 2.1% among 270,000 | AID 1460; further: on the % scale 0 is the no-effect control and ±100 the full control effect; nearly all actives have a fitted effect of over 55% in size
Target sequence (P10636 561-689 P618L limits assumed): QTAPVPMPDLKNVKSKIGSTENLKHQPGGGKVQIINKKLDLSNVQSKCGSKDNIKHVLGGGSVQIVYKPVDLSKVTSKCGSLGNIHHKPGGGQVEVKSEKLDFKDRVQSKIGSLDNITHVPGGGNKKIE
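Heparin-induced (20 uM) aggregation of recombinant human K18 P301L tau, 15 uM unlabeled with 0.24 uM labeled, pH 7 acetate buffer, 6 hr at 37 C with compound. Fibrils quantified by 30 uM ThT fluorescence after 1 hr ambient incubation.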
L3MBTL1 inh = L3MBTL1 (human) inhibition; Q9Y468; AlphaScreen L3MBTL1–H3K9me1 peptide binding; Potency, µM (doses to about 57.1 µM), for inactives: top-dose activity, negative = inhibition, actives largely listed as inhibitors; hit rate 0.66% among 230,000; further: on the % scale 0 is the no-effect control and ±100 the full control effect; nearly all actives have a fitted effect of over 60% in size
Target sequence (Q9Y468 whole entry, looked up): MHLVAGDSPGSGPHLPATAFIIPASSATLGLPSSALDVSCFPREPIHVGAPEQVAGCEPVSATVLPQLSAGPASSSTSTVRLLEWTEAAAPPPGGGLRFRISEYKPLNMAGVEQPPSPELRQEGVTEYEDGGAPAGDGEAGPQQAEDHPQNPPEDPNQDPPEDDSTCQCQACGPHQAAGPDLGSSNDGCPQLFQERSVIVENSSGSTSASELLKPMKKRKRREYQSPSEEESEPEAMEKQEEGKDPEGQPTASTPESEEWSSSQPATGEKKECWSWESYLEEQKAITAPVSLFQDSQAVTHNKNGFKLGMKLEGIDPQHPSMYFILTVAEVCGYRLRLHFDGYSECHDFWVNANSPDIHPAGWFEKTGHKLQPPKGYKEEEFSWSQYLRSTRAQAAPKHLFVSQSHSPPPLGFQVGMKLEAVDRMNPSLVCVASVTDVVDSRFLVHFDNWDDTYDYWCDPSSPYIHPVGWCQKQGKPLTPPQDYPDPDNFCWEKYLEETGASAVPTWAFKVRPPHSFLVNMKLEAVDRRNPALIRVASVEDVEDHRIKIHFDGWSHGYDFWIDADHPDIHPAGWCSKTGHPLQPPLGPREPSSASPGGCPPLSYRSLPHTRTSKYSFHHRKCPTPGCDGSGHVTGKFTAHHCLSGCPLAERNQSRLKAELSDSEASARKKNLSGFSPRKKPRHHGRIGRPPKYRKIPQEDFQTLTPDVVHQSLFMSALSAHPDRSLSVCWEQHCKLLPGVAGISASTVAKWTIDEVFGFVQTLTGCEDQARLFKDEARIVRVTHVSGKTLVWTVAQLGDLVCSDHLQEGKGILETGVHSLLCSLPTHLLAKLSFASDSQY
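AlphaScreen proximity signal between nickel-chelate acceptor and streptavidin donor beads (final 10 ug/mL) reports binding of 50 nM L3MBTL1 to 75 nM biotin-H3 K9me1 peptide; complex incubated with compounds 30 min at room temperature; cefsulodin titration as control.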
Tau FP inhib = blocks human tau fibril formation measured by polarization | P10636 | K18 P301L tau heparin fibrillization, Alexa594 FP, 6 h | Potency, µM (top dose mostly 57.7 µM), without a hit: top-dose activity, negative = inhibition, actives largely listed as inhibitors | hit rate 0.39% among 280,000; further: on the % scale 0 is the no-effect control and ±100 the full control effect; nearly all actives have a fitted effect of over 55% in size
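Recombinant K18 P301L […], labeled with Alexa 594 at 0.24 uM over 15 uM unlabeled; heparin inducer 20 uM final; 37 C, 6 hr; FP endpoint.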
TRb SRC2 PPI = TRbeta-SRC2 interaction inhibition; P10828; TRbeta-SRC2 peptide binding, fluorescence polarization; receptor liganded with 1 µM T3; Potency, µM (highest dose often 106 µM), without a hit: top-dose activity change, negative = inhibition, usual class: inhibitors; hit rate 0.065% among 280,000; AID 1469;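 further: plate controls were bound peptide for no effect and peptide without receptor for full effect; nearly all actives have a fitted effect of over 50% in size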
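Assay buffer: 20 mM Tris-HCl, 100 mM NaCl, 10% glycerol, 1 mM EDTA, 0.01% NP-40, 1 mM DTT, 1 uM T3, 5% DMSO; TRb LBD 0.6 uM, Texas Red SRC2 20 nM; FP after 5 hr.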
HTT cytoprotect = cytoprotection in Huntington HTT-Q103 PC12 cell model; hit rate 0.14% among 230,000; Potency, µM (highest dose often 56.4 µM), for inactives: cytoprotection (ATP increase), most hits filed as activators; PC12 HTT-Q103 induced, cytoprotection, ATP luminescence, 40 h;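 further: % of control where 0% means no effect; nearly all actives have a fitted effect of over 45% in size; toxic huntingtin expression switched on by the ecdysone agonist tebufenozide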
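Stable PC12 Q103-GFP cells in serum-supplemented, phenol red-free DMEM; induction by tebufenozide at 100 nM final; compound dose series; cell viability quantified luminescently from ATP.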
RECQ1 inh = RECQ1 (human) helicase inhibition | P46063 | Potency, µM (series often up to 57.3 µM), inactives show at the top dose activity, negative = inhibition, usual class: inhibitors | RECQ1 DNA unwinding, red fluorescence kinetic read | hit rate 0.54% among 240,000;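 further: plate controls were vehicle for no effect and no enzyme for full effect; nearly all actives have a fitted effect of over 30% in size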
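50 nM RECQ1T1 preincubated 15 min with compound in Tris pH 8.0 buffer with MgCl2, DTT, Tween-20 and 2.5 ug/ml poly(dI-dC); started with 200 nM TAMRA/BHQ-2 forked duplex and 2 mM ATP. Unwinding read as fluorescence (525/598 nm), two reads 2 h apart.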
The depositor's hits bear a star; [ ] = remark or other dose. Unless noted, the call rests on the fitted dose curve; in most records, active means well fitted curve in the direction sought with a large enough effect; inconclusive means small, poorly fitted or top-dose-only effect, or another doubt; inactive means no such curve, though single readings can be large; an effect the other way counts as inactive or inconclusive. Potency means the concentration at half of the fitted maximal effect. A portion of the library. The share of hits here may be higher or lower than overall.

For COC(=O)C(C(=O)Nc1ccccc1C)C1CCCC1 (stereo unspecified) the results were TexasRed fluor -0.6%, Tau fluor counter -1.7%, Tau ThT inhib -4.7%, L3MBTL1 inh 4.2%, Tau FP inhib 2.4%, TRb SRC2 PPI -14.9%, HTT cytoprotect -22.5% and RECQ1 inh -11.5%.
`CCCCN1CCc2c([nH]c3ccccc23)C1=O` gave TexasRed fluor -1.3%, Tau fluor counter 3.3%, Tau ThT inhib -11.7%, Tau FP inhib -4.1%, TRb SRC2 PPI -1.0%, HTT cytoprotect -18.7% and RECQ1 inh -3.1%.
O=C(Nc1nc2ccc(S(=O)(=O)N3CCCC3)cc2s1)c1ccco1 was read as TexasRed fluor -0.1%, Tau fluor counter -12.7%, Tau ThT inhib -4.9%, L3MBTL1 inh 3.8%, Tau FP inhib inconclusive, TRb SRC2 PPI -5.6%, HTT cytoprotect 22.5%[10 µM] and RECQ1 inh inactive.
For Cc1occc1C(=O)N/N=C/c1cccnc1 the results were TexasRed fluor -2.1%, Tau fluor counter 0.9%, Tau ThT inhib -1.2%, L3MBTL1 inh 0.2%, Tau FP inhib -3.8%, TRb SRC2 PPI -2.5%, HTT cytoprotect -18.0% and RECQ1 inh 12.5%.
Screening OCC(O)/C=N/Nc1nc2ccccc2s1 (stereo unspecified) returned TexasRed fluor -3.0%, Tau fluor counter -1.2%, Tau ThT inhib -8.9%, Tau FP inhib 5.2%, TRb SRC2 PPI 0.2%, HTT cytoprotect -15.6% and RECQ1 inh -3.2%.
Screening COC(C)(C)[C@]12CC(O)(c3ccccc3)ON1[C@H]1CCCCC1N2O (stereo partly specified) returned TexasRed fluor 2.4%, Tau fluor counter 3.5%, Tau ThT inhib 2.7%, Tau FP inhib 8.6%, TRb SRC2 PPI 0.7%, HTT cytoprotect 2.2% and RECQ1 inh inactive.
CCO[C@H]1OC(C(=O)N2CCN(C)CC2)=C[C@@H](c2ccc(C(F)(F)F)cc2)[C@@H]1CCCO was read as TexasRed fluor -0.5%, Tau fluor counter 3.8%, Tau ThT inhib -2.9%, L3MBTL1 inh 8.7%, Tau FP inhib 1.7%, TRb SRC2 PPI -5.1%, HTT cytoprotect 26.4%[10 µM] and RECQ1 inh -7.6%.
For FC(F)(F)c1nc2ccccc2nc1N/N=C\c1ccccc1 the results were TexasRed fluor -7.0%, Tau fluor counter inconclusive, Tau ThT inhib 14.1µM*, L3MBTL1 inh -22.1%, Tau FP inhib 0.6%, TRb SRC2 PPI -0.8%, HTT cytoprotect -19.9% and RECQ1 inh -11.8%.
COc1ccc(NC(=O)CN2CCCN(S(=O)(=O)c3ccc(F)cc3)CC2)cc1 was read as TexasRed fluor inconclusive, Tau fluor counter -10.7%, Tau ThT inhib -9.0%, Tau FP inhib 9.1%, TRb SRC2 PPI inconclusive, HTT cytoprotect -9.5% and RECQ1 inh -3.9%.
Screening Nc1nonc1OCCN1CCN(c2ccc([N+](=O)[O-])c3cccnc23)CC1 returned TexasRed fluor -3.8%, Tau fluor counter inconclusive, Tau ThT inhib 17.8µM*, L3MBTL1 inh inconclusive, Tau FP inhib -0.9%, TRb SRC2 PPI -3.4%, HTT cytoprotect 3.5%[10 µM] and RECQ1 inh -0.4%.
For CC(=O)c1cccc(N(CC(=O)O)S(C)(=O)=O)c1 the results were TexasRed fluor -4.4%, Tau fluor counter -10.0%, Tau ThT inhib -2.7%, L3MBTL1 inh 5.8%, Tau FP inhib -5.9%, TRb SRC2 PPI -1.9%, HTT cytoprotect 16.6%[10 µM] and RECQ1 inh inactive.
For CCN1CCc2c(sc(-n3cccc3)c2C(C)NC(=O)Nc2ccc(C(=O)OC)cc2)C1 (stereo unspecified) the results were TexasRed fluor 8.7%, Tau fluor counter inconclusive, Tau ThT inhib -3.1%, Tau FP inhib inconclusive and TRb SRC2 PPI -4.4%.
`O=C(Nc1ccccc1Cl)C1C2CCC3C(CCC21)C3(Cl)Cl` (stereo unspecified) gave TexasRed fluor -1.7%, Tau fluor counter -1.0%, Tau ThT inhib -5.6%, L3MBTL1 inh 4.4%, Tau FP inhib -14.1%, TRb SRC2 PPI 3.1%, HTT cytoprotect 6.8%[10 µM] and RECQ1 inh -4.5%.
`Cc1ccc2cc(CCNC(=O)C(=O)c3c[nH]c4ccccc34)c(=O)[nH]c2c1` gave TexasRed fluor inconclusive, Tau fluor counter -6.8%, Tau ThT inhib inconclusive, L3MBTL1 inh -23.3%, Tau FP inhib -0.4%, TRb SRC2 PPI inconclusive, HTT cytoprotect -12.6% and RECQ1 inh 4.0%.
Cc1ccccc1NC(=O)/C(C#N)=C/c1ccsc1 was read as TexasRed fluor -1.5%, Tau fluor counter -10.1%, Tau ThT inhib inconclusive, L3MBTL1 inh -1.7%, Tau FP inhib -0.7%, TRb SRC2 PPI -6.0%, HTT cytoprotect 8.2%[10 µM] and RECQ1 inh 0.2%.
Screening Cc1cnc2c(c1SCC(=O)NCc1ccccc1Cl)c(=O)n(C)c(=O)n2C returned TexasRed fluor -1.6%, Tau fluor counter 12.6%, Tau ThT inhib 5.4%, Tau FP inhib 3.1% and TRb SRC2 PPI -2.5%.
`Cc1ccccc1S(=O)Cc1ccc(C(=O)NC2CCCCCC2)o1` (stereo unspecified) gave TexasRed fluor -1.7%, Tau fluor counter -1.5%, Tau ThT inhib 6.1%, Tau FP inhib -4.2% and TRb SRC2 PPI -4.5%.
`CCC(C)Nc1nc2c(c(=O)[nH]c(=O)n2C)n1Cc1ccc(F)cc1` (stereo unspecified) gave TexasRed fluor -1.1%, Tau fluor counter -12.8%, Tau ThT inhib 1.0%, Tau FP inhib 8.3% and TRb SRC2 PPI -2.5%.
For Cc1cc(Oc2ccccc2)nc(SCC(=O)Nc2ccccc2)n1 the results were TexasRed fluor -2.2%, Tau fluor counter -20.4%, Tau ThT inhib -12.0%, Tau FP inhib -0.7%, TRb SRC2 PPI -5.6%, HTT cytoprotect -1.0% and RECQ1 inh -5.4%.
Screening N#C/C(=C\c1c(N2CCCCC2)nc2ccccn2c1=O)C(=O)NCc1ccco1 returned TexasRed fluor -0.9%[53 µM], Tau fluor counter 5.4%, Tau ThT inhib -2.1%, L3MBTL1 inh -11.9%, Tau FP inhib 5.1%, TRb SRC2 PPI -0.8%[53 µM], HTT cytoprotect 10.2%[10 µM] and RECQ1 inh 8.2%.
`Cc1occc1C(=O)Nc1nccs1` gave TexasRed fluor 0.4%, Tau fluor counter -6.3%, Tau ThT inhib -8.4%, Tau FP inhib 2.4%, TRb SRC2 PPI 8.1%, HTT cytoprotect 0.7% and RECQ1 inh inactive.
`CC(C)c1ccc(CN(C(=O)/C=C/c2ccco2)C2CCS(=O)(=O)C2)cc1` (stereo unspecified) gave TexasRed fluor 0.3%, Tau fluor counter -17.4%, Tau ThT inhib inconclusive, L3MBTL1 inh -20.4%, Tau FP inhib -3.9%, TRb SRC2 PPI -6.0%, HTT cytoprotect 12.9%[10 µM] and RECQ1 inh -14.9%.
Cc1n[nH]c(C)c1Sc1ccccc1N was read as TexasRed fluor -5.0%, Tau fluor counter -6.1%, Tau ThT inhib -4.5%, L3MBTL1 inh -1.7%, Tau FP inhib -1.0%, TRb SRC2 PPI 1.1%, HTT cytoprotect 0.2% and RECQ1 inh -2.9%.
`COc1ccccc1/C=C/C=N/n1c(-c2n[nH]c3c2CCC3)n[nH]c1=S` gave TexasRed fluor -1.5%, Tau fluor counter inconclusive, Tau ThT inhib inconclusive, L3MBTL1 inh -19.8%, Tau FP inhib -10.1%, TRb SRC2 PPI 0.4%, HTT cytoprotect -2.9%[10 µM] and RECQ1 inh -1.7%.
`CN(C(=O)COC(=O)c1c[nH]c(=O)[nH]c1=O)C1CCCCC1` gave TexasRed fluor -0.2%, Tau fluor counter 0.5%, Tau ThT inhib -6.6%, L3MBTL1 inh -2.2%, Tau FP inhib 12.1%, TRb SRC2 PPI -7.5%, HTT cytoprotect -23.1% and RECQ1 inh -0.3%.
For CCOC(=O)c1c(C)nc2c(C#N)cnn2c1C the results were TexasRed fluor -0.8%, Tau fluor counter -0.8%, Tau ThT inhib -9.6%, L3MBTL1 inh 5.4%, Tau FP inhib -8.2%, TRb SRC2 PPI 5.6%, HTT cytoprotect 5.0% and RECQ1 inh inactive.
Screening NS(=O)(=O)c1ccc(NC(=O)CN2C(=O)C3C4C=CC(C4)C3C2=O)cc1 (stereo unspecified) returned TexasRed fluor -4.5%, Tau fluor counter 3.2%, Tau ThT inhib 3.4%, L3MBTL1 inh -5.9%[11.4 µM], Tau FP inhib -1.8%, TRb SRC2 PPI 4.3%, HTT cytoprotect -3.1% and RECQ1 inh -1.5%.
Screening CCOC(=O)CCNCC1COc2ccccc2O1 (stereo unspecified) returned TexasRed fluor -5.5%, Tau fluor counter -12.3%, Tau ThT inhib -17.6%, L3MBTL1 inh -0.3%, Tau FP inhib -12.3%, TRb SRC2 PPI 4.6%, HTT cytoprotect 1.2%[10 µM] and RECQ1 inh 0.0%.
`COc1ccc(C(=O)N(C)c2c(C)n(C)n(-c3ccccc3)c2=O)cc1OC` gave TexasRed fluor 0.3%, Tau fluor counter 4.5%, Tau ThT inhib 5.6%, L3MBTL1 inh -18.9%, Tau FP inhib 4.5%, TRb SRC2 PPI -6.9%, HTT cytoprotect 7.5% and RECQ1 inh 10.4%.
`CC1CCN(CCCNC(=O)c2ccc(Cn3c(=S)[nH]c4ccc(Br)cc4c3=O)cc2)CC1` gave TexasRed fluor -1.9%, Tau fluor counter inconclusive, Tau ThT inhib inconclusive, L3MBTL1 inh -29.3%, Tau FP inhib 11.5%, TRb SRC2 PPI 0.6%, HTT cytoprotect -5.7%[10 µM] and RECQ1 inh -2.5%.

Assay outcomes: PubChem BioAssay, National Center for Advancing Translational Sciences (NCATS)
